# HTR5A inv ctr: HTR5A inverse agonists in luminescence cell assay, primary screen, counter-screen for OPRM1-OPRD1 heterodimer inverse agonist project, full-deck HTS; HTR5A cell line, inverse agonism; AID 504634, 2011; hit rate 0.083% among 340,000; 5-hydroxytryptamine receptor 5A (Homo sapiens), P47898; inhibition, % at 9.3 µM; in the data active = inhibition mostly above about 23%, no sharp cut-off; inactive = mostly below about 18%;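 also: 0% = cells with DMSO and 100% = no-cell wells with DMSO; some compounds called inactive have numbers as strong as hits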
# DAGLB inh: DAGLB lipase inhibitors, primary screen, biochemical, fluorescence, HTS. HEK293T DAGLB membrane lysate, EnzChek fluorogenic substrate. inhibition, % at 5.17 µM. hit rate 0.059% among 340,000. AID 504411, 2011; in the data active = inhibition above about 34%;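 also: 0% = enzyme with vehicle and 100% = wells lacking enzyme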
# PKA-R1A act: activators of PKA-R1A holoenzyme, primary screen, biochemical, fluorescence polarization, Cy5-IP20, bovine R1A, mouse PKAc; AID 504707, 2011; cAMP-dependent protein kinase type I-alpha regulatory subunit (Bos taurus) + …; activation, % at 11.4 µM; PKA-R1A dissociation; scaled: DMSO 0%, 113 µM cGMP 100%; hit rate 0.083% among 340,000;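 active = percent activation above the mean of all tested compounds plus 3 SD, cut at about 19% in these data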;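 also: higher means more PKAc released from R1A so a rise in polarization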
# PKA-R2B act: activators of PKA-R2B holoenzyme, primary screen, biochemical, fluorescence polarization, Cy5-IP20, human | cAMP-dependent protein kinase catalytic subunit beta (Homo sapiens) + cAMP-dependent … | hit rate 0.079% among 340,000 | PKA-R2B holoenzyme dissociation; R2B truncated from residue 108, S112A mutant; 0% DMSO only, 100% 113 µM cGMP | activation, % at 11.4 µM;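 active = activation above a cutoff set at the mean over all compounds plus 3 SD, cut at about 18% in these data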;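 also: higher means more holoenzyme dissociation and a rise in polarization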
# Target sequence (P31323 whole entry, looked up, other chains not shown, the tested form may be a part): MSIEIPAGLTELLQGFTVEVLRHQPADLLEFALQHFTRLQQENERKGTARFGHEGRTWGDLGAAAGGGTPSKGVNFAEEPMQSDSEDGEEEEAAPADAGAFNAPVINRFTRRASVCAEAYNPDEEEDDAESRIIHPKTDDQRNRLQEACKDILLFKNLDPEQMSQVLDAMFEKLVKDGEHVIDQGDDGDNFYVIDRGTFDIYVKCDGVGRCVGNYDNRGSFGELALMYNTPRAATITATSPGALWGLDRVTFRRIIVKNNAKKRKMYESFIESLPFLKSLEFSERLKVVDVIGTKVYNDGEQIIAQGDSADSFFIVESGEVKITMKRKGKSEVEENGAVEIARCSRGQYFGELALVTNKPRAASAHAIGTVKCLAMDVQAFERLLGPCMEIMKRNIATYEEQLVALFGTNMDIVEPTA
# AddAB inh: growth inhibition of E. coli expressing H. pylori AddAB, primary screen, AddAB inhibitor project, absorbance; inhibition, % at 11.9 µM; hit rate 0.29% among 330,000; in the data active = inhibition above about 12%;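 also: 0% = vehicle wells of infected cells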
# HTR5A ag: HTR5A agonists in luminescence cell assay, primary screen, counter-screen for OPRM1-OPRD1 heterodimer agonist project, full-deck HTS; activation, % at 9.3 µM; hit rate 0.61% among 340,000; 5-hydroxytryptamine receptor 5A (Homo sapiens), P47898; cell-based; in the data active = activation mostly above about 9.5%, no sharp cut-off; inactive = mostly below about 7.6%;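 also: 0% = cells with vehicle only and 100% = reference agonist; strong numbers were not always called active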
# SUMO Mot1 rescue: yeast Mot1-301 growth rescue at high temperature, primary screen, SUMOylation pathway inhibitor project, S. cerevisiae, ATP luminescence, 38.5C. S. cerevisiae Mot1-301 growth rescue; percent above DMSO median, 100 means doubled. growth rescue, % at 18.8 µM. hit rate 1% among 320,000;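 active = every valid replicate shows activation above 250% relative to neutral control wells; inactive = the rest, any valid replicate at or below 250%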;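 also: OY570 slx delta 5 strain wells were the positive control but not used for scaling; some compounds called inactive have numbers as strong as hits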
# Tat export inh: E. coli Tat export inhibitors, primary screen, MC4100, TorA-mCherry reporter, fluorescence, single point. AID 488895, 2010. inhibition, % at 10 µM. hit rate 0.036% among 340,000;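 active = mean replicate inhibition at least 50% and at least half of replicates individually reaching 50%; inconclusive = only one of the two criteria met; inactive = neither criterion met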;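 also: exported cargo escapes ClpAP degradation while cytoplasmic cargo is degraded and loses fluorescence; 0% = median of neutral control wells and 100% = median of NaSCN control wells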
# phage Ecoli inh: growth loss of phage-infected E. coli, primary screen, RecBCD inhibitor project, absorbance, with phage, HTS | inhibition, % at 11.9 µM | hit rate 0.26% among 360,000; in the data active = inhibition above about 11%
# CDK5 p35 inh: inhibitors of human CDK5/p35 kinase, primary screen, biochemical, single concentration. inhibition, % at 10 µM. Recombinant CDK5/p35, ADP-Glo luminescence, 60 min. hit rate 0.01% among 330,000. AID 488839, 2010;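 active = highest replicate inhibition of at least 50% and at least 75% of replicates reaching 50%; inconclusive = only one of the two criteria met; inactive = both criteria failed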;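 also: plate controls were DMSO neutral control for no effect and GW8510 at 10 µM for full effect; many of its hits are not listed in these tables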
# Target sequence (Q00535 whole entry, looked up): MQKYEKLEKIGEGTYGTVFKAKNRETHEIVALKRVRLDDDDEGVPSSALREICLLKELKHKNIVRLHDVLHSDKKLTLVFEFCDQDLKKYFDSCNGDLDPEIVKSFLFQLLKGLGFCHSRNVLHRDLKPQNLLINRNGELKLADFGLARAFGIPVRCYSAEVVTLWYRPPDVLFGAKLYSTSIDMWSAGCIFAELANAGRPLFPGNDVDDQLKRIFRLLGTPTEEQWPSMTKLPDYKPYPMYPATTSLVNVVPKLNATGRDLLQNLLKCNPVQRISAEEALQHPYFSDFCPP
# Target sequence (Q15078 whole entry, looked up): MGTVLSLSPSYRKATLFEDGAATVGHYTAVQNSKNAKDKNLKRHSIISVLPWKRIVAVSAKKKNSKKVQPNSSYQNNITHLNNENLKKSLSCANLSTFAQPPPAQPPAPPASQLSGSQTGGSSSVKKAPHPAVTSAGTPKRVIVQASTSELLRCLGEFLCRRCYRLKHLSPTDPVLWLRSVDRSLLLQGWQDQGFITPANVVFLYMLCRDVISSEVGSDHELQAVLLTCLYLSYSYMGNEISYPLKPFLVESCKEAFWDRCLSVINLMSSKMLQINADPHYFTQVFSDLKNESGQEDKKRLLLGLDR
# E coli growth: E. coli V3065 growth inhibition, primary screen, counter-screen for AddAB inhibitor project, absorbance, OD600. 18 h. inhibition, % at 11.9 µM. hit rate 0.27% among 330,000. AID 449728, 2010;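 active = inhibition above the campaign's mean inhibition across all tested compounds plus 3 SD, cut at about 9.9% in these data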;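 also: uninfected addAB+ strain grown without phage in ampicillin broth; 0% = DMSO wells and 100% = ciprofloxacin 0.95 µg/ml wells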
# The depositor's hits bear a star; i = inactive; ? = inconclusive; · = no result given.
SMILES,HTR5A inv ctr,DAGLB inh,PKA-R1A act,PKA-R2B act,AddAB inh,HTR5A ag,SUMO Mot1 rescue,Tat export inh,phage Ecoli inh,CDK5 p35 inh,E coli growth
Cc1cc(Nc2ccc(Cl)cc2)n2nnnc2n1,20,-2,-6,9,6.1,-9,13,-1,7.8,0.9,6.9
COc1nc(Nc2ccc(OC)c(Cl)c2)nc(OC)n1,9,3,-1,6,2.9,4,-2,-2,2.8,0.8,0.3
CC(C)(C)OC(=O)NC(Cc1ccccc1)C(=O)NC(CSC1CCCCO1)C(=O)NN (stereo unspecified),1,5,-7,-3,1.9,0,-23,3,1.0,0.4,-1.2
COC(=O)c1ccc2c(=O)[nH]c(CSc3nc(C)cs3)nc2c1,-1,0,8,-4,2.1,3,2,13,3.5,2.2,-3.1
CCOC(=O)c1cc(C(=O)Nc2sc3c(c2C#N)CCCC3)nn1C,4,-5,-1,8,-0.6,5,4,5,1.6,0.9,1.4
Cc1cccc(C)c1NC(=O)/C(C#N)=C/c1ccsc1,-9,0,-6,-12,1.1,7,-1,13,-0.9,-0.6,-0.4
CC12CCC(O)CC1=CCC1C2CCC2(C)C1CCC21CCC(=O)O1 (stereo unspecified),17,-2,-6,-4,3.2,-1,78,4,5.2,-0.9,0.8
O=C(OCC(=O)N1CCN(C(=O)c2ccco2)CC1)c1ccccc1OCc1ccc(Cl)cc1,18,-3,-6,2,1.6,-7,-15,5,1.9,-1.5,1.1
COC(=O)/C=c1\[nH]c2nnc(C)n2c1=O,-4,0,13,-10,0.7,4,-5,0,0.8,0.6,-0.2
O=C(O)CCC(=O)NNC(=O)COc1cccc(Cl)c1,-4,-2,6,-2,2.6,1,5,2,0.6,-0.2,0.4
Cc1nnc(Sc2nc3c(c(=O)[nH]c(=O)n3C)n2Cc2ccccc2)s1,19,1,3,4,3.9,-6,5,-7,-0.5,0.3,-0.6
O=C(c1ccc(S(=O)(=O)N2CCCCC2)cc1)N1CCN=C1SCc1cccnc1,-5,1,1,1,2.0,2,·,-3,2.4,0.9,-3.0
CC1(C)ON(C2CCCCC2)[C@H]2c3nc4ccccc4n3C[C@H]21,-14,0,0,-1,4.2,5,10,13,2.5,1.5,0.3
CC1C(=O)Nc2ccc(S(=O)(=O)NCc3ccc(Cl)cc3)cc2NC1=O (stereo unspecified),7,2,-3,-4,-0.9,6,35,-4,2.4,-0.2,-2.0
CCOC(=O)CC(NC(C)=O)c1ccc([N+](=O)[O-])cc1 (stereo unspecified),-2,2,-10,8,3.3,7,-4,7,1.8,-0.6,2.0
CCN(CC)C(=O)C(Sc1ccccc1)c1ccccc1 (stereo unspecified),-12,-2,-1,3,2.2,0,12,-10,1.3,-1.3,2.7
Cc1ccccc1CN1CCN(C(C)C(=O)NCc2ccccc2)CC1 (stereo unspecified),-7,-1,-3,-5,3.8,-5,6,1,3.5,-0.4,-1.1
CN(CC(=O)Nc1ccc(F)c(F)c1F)C(=O)CCCc1nc2ccccc2c(=O)[nH]1,0,1,-13,-3,1.9,0,-10,-4,3.0,-6.1,-0.5
Cc1nc(CC(=O)N/N=C/c2ccc(OCC(=O)O)cc2)cs1,-7,0,-2,-12,1.0,2,571*,-1,4.6,-3.4,3.1
Cc1cccc(NC(=O)CSc2ccc(-c3ccc4c(c3)OCO4)nn2)c1C,10,-4,-8,-7,-1.5,-1,19,-4,1.6,-0.7,-0.9
CCOc1ccc(CCNC(=O)c2ccc(CS(=O)Cc3cccc(Cl)c3)o2)cc1 (stereo unspecified),-2,0,4,10,2.5,2,1,1,1.6,1.3,-0.1
Cc1ccc(-n2c3c(cc(C(=O)NC4CCSC4=O)c2=O)C(=O)CCC3)cc1 (stereo unspecified),-23,-5,-2,4,2.4,0,61,-6,5.0,-1.2,1.5
O=C(Oc1c(Cl)cc(Cl)c2cccnc12)c1cccs1,11,-3,-4,2,40*,17*,114,7,42*,0.4,43*
CCC(=O)N=c1sc2cc([N+](=O)[O-])ccc2n1CCOC,7,3,-3,-15,2.1,1,1,-6,0.8,1.7,-0.6
Fc1ccc(NC(=S)NCCN2CCOCC2)c(F)c1F,0,0,7,7,-2.0,0,1,3,2.8,0.9,0.9
CCOC(=O)CNC(=O)c1c(C)nn(-c2ccccc2)c1Cl,9,0,0,-7,1.8,3,7,0,4.6,-1.6,0.8
Cc1cccc(-n2nnnc2SCC(=O)NCC2CCCO2)c1 (stereo unspecified),-7,0,-1,1,2.3,2,-12,5,0.9,2.4,2.7
CC(C)(C)OC(=O)C(C)(C)O/N=C(\C(=O)O)c1csc(N)n1,15,2,0,-2,-0.6,1,-28,1,2.2,-1.3,-0.2
Cn1c(N)c(C(=O)COC(=O)C2CC(=O)N(Cc3ccccc3)C2)c(=O)n(C)c1=O (stereo unspecified),-4,-2,-2,-9,2.6,1,-10,-8,0.9,0.3,-2.3
COc1ccc(NS(=O)(=O)c2cccc(C(=O)NNC(=O)CNC(=O)c3ccccc3F)c2)cc1,-12,0,-2,-11,-0.2,2,6,-6,0.4,-0.5,1.6
CC1CCCN(C(=O)c2nn(C)c3c2CSc2ccccc2-3)C1 (stereo unspecified),0,1,-4,-1,-0.5,-1,-14,?,4.1,-0.7,-1.3
C=CCn1c(C)csc1=Nc1ccccc1C,8,0,-3,-6,3.1,1,·,-4,0.3,1.9,0.8
Cc1cccc(N2CCN(C(=O)C3CCN(S(=O)(=O)c4cnc[nH]4)CC3)CC2)c1C,28,2,-4,-5,1.7,-1,i,-7,3.2,-0.7,2.3
N#Cc1ccc(OCC(O)CS(=O)(=O)c2ccccc2)cc1 (stereo unspecified),-17,2,-1,-14,0.7,-3,3,0,2.8,0.0,-2.0
Cc1cc2cc(C)c(NCCNC(=O)c3ccccc3Cl)nc2cc1C,-14,1,-2,-7,0.8,5,6,8,0.2,-0.1,-4.1
Cc1nc(-c2ccc(Cl)cc2)sc1C1(C)CC(c2ccc(C#N)cc2)=NO1 (stereo unspecified),-10,-6,7,6,3.2,2,13,0,3.3,-1.3,-1.7
Cc1onc(-c2ccccc2)c1C(=O)N=C(N)c1ccc(C(F)(F)F)cc1,·,·,·,·,0.4,·,-5,1,1.2,-3.1,-0.5
CC1=NN(C(N)=S)C(=O)C1N=Nc1ccccc1O (stereo unspecified),20,-3,-1,14,-1.6,-5,-30,7,0.1,1.1,-3.2
Cc1nnc(SCC(=O)NC(C)(C)C)n1NCc1cccc(Br)c1,11,-1,-4,-9,-1.2,-1,-19,1,2.2,-0.8,-0.5
COc1ccc(C(=O)COC(=O)COc2ccc(C)c(C)c2)cc1,-8,-6,-14,-11,-0.7,-4,40,6,3.5,0.3,-1.4
CCS(=O)(=O)N1CCN(Cc2ccccc2OC)CC1,-18,1,-8,1,5.7,1,-2,2,0.6,1.5,2.6
Cc1cc(C(=O)O)cc(S(=O)(=O)Nc2c(C)nn(C)c2C)c1C,-2,1,-8,8,-3.0,0,-8,-2,1.8,0.7,-2.4
COc1ccc([C@H]2CC(=O)C=C(c3ccc(-c4ccccc4)c(F)c3)C2)cc1,-10,3,2,2,1.8,-1,-7,6,0.4,-1.4,1.6
CC(=O)Nc1ncc(Cc2ccc(Cl)cc2Cl)s1,-8,1,7,2,-0.6,3,7,-6,-2.6,2.4,0.2
Nn1c(COc2ccccc2F)nnc1SCC(=O)NC1CC1,-1,0,-9,-9,2.5,0,-1,-1,1.0,1.8,1.8
CC1CN(Cc2ccc(C#N)cc2Cl)CC(C)O1 (stereo unspecified),-3,-1,-4,-1,2.1,1,-7,-10,1.7,1.3,0.6
Cc1ccc(/C=N/NC(=O)Cc2c[nH]c3ccccc23)c(C)c1,7,3,-2,-6,2.9,4,-19,-21,3.6,1.5,1.4
O=C(CCSCCC(=O)NCc1cccs1)NCc1cccs1,-26,-3,-5,0,3.7,10,-3,2,2.2,-0.3,1.9
Cc1noc(C)c1NC(=O)Nc1cccc2c1O[C@H](CN(C)S(=O)(=O)c1ccccc1)[C@@H](C)CN([C@H](C)CO)C2=O,-5,-1,-6,6,1.0,1,·,6,3.6,1.6,-3.2
CCn1c(SC(=O)NC2CCCCC2)nnc1-c1cccs1,7,-6,2,-12,1.4,1,525*,-28,3.4,0.7,-1.9
CC(=O)CCc1c(C)c2cc(C)ccc2[nH]c1=O,12,1,10,1,-1.4,-4,5,3,3.0,-0.8,1.1
CCC(C)[C@H]1CNCCN1CCCc1cc(OC)c(OC)c(OC)c1 (stereo partly specified),-1,-1,4,-9,1.6,-4,8,-9,2.6,-0.4,0.8
O=C(O)CCc1ccc(-c2ccc(Br)cc2)n1NC(=O)c1ccc([N+](=O)[O-])cc1,1,4,-6,1,0.5,7,137,-3,3.0,9.7,1.3
CN(C)C(=O)c1ccc(NC(=O)c2sccc2-c2ccccc2)cc1,-10,2,-5,-9,2.6,0,26,12,2.0,-0.4,0.4
CCOC(=O)c1nnn(CC(=O)NC(=O)Nc2ccccc2)c1C(=O)OCC,15,-3,9,-1,-0.3,4,11,-1,0.7,-2.7,0.2
CCn1c(=O)c([N+](=O)[O-])c(NCCc2ccccc2)c2ccccc21,16,-2,6,-1,0.8,0,148,-5,·,-0.2,-2.6
CCOC(=O)CSc1nc(-c2ccccc2)nc2ccc(F)cc12,-30,-1,-6,7,-0.3,4,7,1,2.8,0.6,0.2
COc1ccc(NC(=O)c2cc3c(-c4ccc(OC)c(OC)c4)nn(C)c3s2)cc1OC,-20,7,-3,-11,-0.1,3,22,0,0.1,0.6,-1.2
CSCC(=O)N1CCC(n2nccc2NC(=O)c2ccc3c(c2)OCO3)CC1,16,0,9,-4,3.1,3,3,5,4.9,0.4,-1.4
C=CCSc1nnc2c(n1)-c1cccc3cccc-2c13,-1,-2,11,-1,3.5,-1,-2,-8,1.0,1.4,0.7
COc1ccc(C(=O)/C=C/c2ccc(OC3CSC3)cc2)cc1,6,-7,-2,-7,2.9,-2,7,4,2.6,-3.4,-0.4
COc1ccc(N2CCN(C(=O)CN(C)S(=O)(=O)c3cnc[nH]3)CC2)cc1,-25,1,-2,0,1.3,10,2,-6,3.1,0.2,0.0

# High-throughput results deposited in PubChem by several laboratories.

# Random draw from the library, and some 2.3% of all compounds hit somewhere here.
